# Screening data (PubChem)
# SMARCA2 activ = SMARCA2 (BRM) function activators, primary screen, cell-based, luminescence, high throughput; actives 1% (n = 370,000); activation, % at 9.1 µM; MG213 cells, MMTV-luciferase reporter, dexamethasone, overnight; AID 652017, 2013; in the data active = activation above about 7.8%;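 also: 0% = vehicle wells and 100% = reference activator wells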
# hgDAF-12 ag = H. glycines DAF-12 receptor agonists, primary screen, cell-based, luminescence, HEK293, GAL4 fusion, UAS-luciferase | Nuclear hormone receptor DAF-12 (Heterodera glycines), GAL4 fusion | HEK293 GAL4-hgDAF12 UAS-luciferase reporter, agonist luminescence; normalized to butyrate control | activation, % at 6.8 µM | actives 1.8% (n = 370,000) | AID 687014, 2013;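 active = activation above a cutoff set at the mean of all screened compounds plus 3 SD, cut at about 10% in these data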;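 also: 0% = DMSO wells and 100% = sodium butyrate wells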
# DAX1 inh-1 = DAX1 (NR0B1) inhibitors on StAR promoter, primary screen, cell-based, luminescence, SF-1 (NR5A1), full-length DAX-1. HEK293T StAR-luciferase reporter, SF-1/DAX-1 repression relief. inhibition, % at 6.8 µM. actives 1.1% (n = 370,000). AID 652010, 2013;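 active = inhibition above the mean over all tested compounds plus 3 SD, cut at about 3.6% in these data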;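 also: 0% = DAX-1 cells with DMSO and 100% = cells lacking DAX-1 with DMSO; higher inhibition means more luminescence from relief of DAX-1 repression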
# DAX1 inh-2 = DAX1 (NR0B1) inhibitors, primary screen, cell-based, HEK293, Gal4-DAX1, luciferase luminescence | Nuclear receptor subfamily 0 group B member 1 (Homo sapiens), P51843 | HEK293 Gal4-DAX1 luciferase reporter | inhibition, % at 6.75 µM | actives 0.99% (n = 340,000) | AID 504766, 2011;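 active = inhibition above the mean over all tested compounds plus 3 SD, cut at about 4.2% in these data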;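 also: 0% = DAX1-transfected cells with DMSO and 100% = empty-vector control cells with DMSO; inhibition shows as a rise in luminescence from relieved DAX1 repression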
# ADAM10 inh = human ADAM10 inhibitors, primary screen, biochemical, QFRET, HTS. Disintegrin and metalloproteinase domain-containing protein 10 (Homo sapiens), O14672. recombinant ADAM10, EDANS/DABCYL FRET peptide cleavage, 3 h. inhibition, % at 7 µM. actives 0.62% (n = 370,000);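 active = inhibition above a per-campaign cutoff equal to the mean of compounds falling between control-based bounds plus 3 SD, cut at about 20% in these data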;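 also: 0% = DMSO wells while the 100% control is not disclosed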
# Target sequence (O14672 214-748 limits assumed): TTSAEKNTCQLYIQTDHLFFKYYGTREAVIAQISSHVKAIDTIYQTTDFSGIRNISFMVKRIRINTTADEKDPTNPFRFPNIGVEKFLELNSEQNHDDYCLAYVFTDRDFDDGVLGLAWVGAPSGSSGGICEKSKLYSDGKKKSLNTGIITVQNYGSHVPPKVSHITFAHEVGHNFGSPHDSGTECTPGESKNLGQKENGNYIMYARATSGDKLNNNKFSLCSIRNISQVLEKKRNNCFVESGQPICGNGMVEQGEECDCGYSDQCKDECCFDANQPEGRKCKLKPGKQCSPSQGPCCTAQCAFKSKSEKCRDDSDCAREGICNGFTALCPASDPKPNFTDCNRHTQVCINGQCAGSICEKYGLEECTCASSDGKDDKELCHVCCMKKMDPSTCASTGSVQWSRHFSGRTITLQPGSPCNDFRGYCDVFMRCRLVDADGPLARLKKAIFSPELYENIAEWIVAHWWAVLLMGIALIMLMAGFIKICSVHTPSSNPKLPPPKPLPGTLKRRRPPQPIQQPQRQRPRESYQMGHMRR
# hcDAF12 agonist = H. contortus DAF-12 nuclear receptor activators, primary screen, cell-based, luminescence, HEK293, lit1-tk-luc reporter; HEK293 hcDAF-12 lit1-tk-luc reporter; 0% DMSO, 100% Δ7-dafachronic acid; activation, % at 6.8 µM; actives 1.4% (n = 370,000); AID 652067, 2013;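 active = activation above the mean of all tested compounds plus 3 SD, cut at about 5.5% in these data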;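 also: 100% = response to 3 µM Δ7-dafachronic acid high control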
# GC-B act = human GC-B receptor activators, primary screen, HEK293 GC-B cells, cGMP TR-FRET, EC30 CNP; 0% at EC30 CNP, 100% saturating CNP; activation, % at 10 µM; actives 0.11% (n = 370,000);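 active = activation at 10 µM reaching about 35% in either raw or pattern-adjusted values, limit read from the data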
# HGIII-sPLA2 inh = human group III sPLA2 inhibitors, primary screen, biochemical, QFRET, BODIPY PC-A2 liposome substrate; Group 3 secretory phospholipase A2 (Homo sapiens), Q9NZ20; actives 0.56% (n = 370,000); QFRET BODIPY PC-A2 liposome hydrolysis, fluorescence; inhibition, % at 12.2 µM; AID 743126, 2013;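 active = inhibition above mean plus 3 SD of compounds lying within the high and low control bounds, cut at about 19% in these data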;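 also: 0% = median of test compound wells and 100% = no enzyme DMSO wells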
# Target sequence (Q9NZ20 whole entry, looked up): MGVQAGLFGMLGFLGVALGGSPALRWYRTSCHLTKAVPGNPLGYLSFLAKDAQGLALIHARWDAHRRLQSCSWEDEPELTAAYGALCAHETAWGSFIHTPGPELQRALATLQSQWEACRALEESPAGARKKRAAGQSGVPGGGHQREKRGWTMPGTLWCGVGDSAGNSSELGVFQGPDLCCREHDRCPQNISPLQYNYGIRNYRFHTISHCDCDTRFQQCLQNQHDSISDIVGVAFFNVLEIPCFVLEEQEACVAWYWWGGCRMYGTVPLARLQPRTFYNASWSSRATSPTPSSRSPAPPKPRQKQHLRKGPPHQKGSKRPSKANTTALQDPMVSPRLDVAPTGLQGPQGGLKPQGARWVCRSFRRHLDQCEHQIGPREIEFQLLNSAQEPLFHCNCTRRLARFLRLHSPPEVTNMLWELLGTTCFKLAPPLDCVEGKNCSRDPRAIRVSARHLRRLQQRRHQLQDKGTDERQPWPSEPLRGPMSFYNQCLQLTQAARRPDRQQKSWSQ
# FXN GAA850 act = FXN promoter activators, primary screen, cell-based, luciferase luminescence, HEK293 lucGAA850; activation, % at 6 µM; HEK293 lucGAA850 FXN promoter luciferase reporter, 24 h; percent of 10 µM SAHA response; actives 0.56% (n = 360,000); AID 540364, 2011;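 active = activation above the average of all compounds screened plus 3 SD, cutoff fixed separately per campaign, cut at about 7.5% in these data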;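 also: 0% = DMSO wells and 100% = 10 µM SAHA wells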
# ssDAF-12 act = S. stercoralis DAF-12 nuclear receptor activators, primary screen, cell-based, luminescence, HEK293, GRIP1 co-expression, lit1-tk-luc; HEK293 ssDAF-12/GRIP1 lit1-tk-luc reporter; % of 3 µM dafachronic acid response; activation, % at 6.8 µM; actives 1% (n = 370,000);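 active = activation above the mean over all tested compounds plus 3 SD, cut at about 0.9% in these data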;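 also: 0% = DMSO-only wells and 100% = 3 µM delta7-dafachronic acid wells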
# NPR1 activator = GC-A stimulated cGMP production enhancers – HEK293 GC-A cells, cGMP TR-FRET, EC30 ANP, primary screen | Atrial natriuretic peptide receptor 1 (Homo sapiens), P16066 | 0% at EC30 ANP, 100% saturating ANP | activation, % at 10 µM | actives 0.14% (n = 370,000); in the data active = activation above about 40%
# Active calls of the source: *; i = inactive; . = no result given.
item	Structure	SMARCA2 activ	hgDAF-12 ag	DAX1 inh-1	DAX1 inh-2	ADAM10 inh	hcDAF12 agonist
1	Cc1cc(C)c2nc(N(CCCN(C)C)C(=O)c3ccc4c(c3)CCCC4)sc2c1	-3	0.4	0.1	.	1	-0.3
2	O=c1oc2c3c4c(cc2c2c1CCC2)OCCN4CCC3	3	-3.2	-0.7	0.1	i	-3.2
3	COc1ccc(CN2CCN(C(=O)C3CC(=O)N(C4CCCCCC4)C3)CC2)c(OC)c1OC (configuration not stated)	-1	1.5	-1.4	-2.2	8	-2.5
4	CCOc1ccccc1N1CCN(C(=O)c2cccc(S(=O)(=O)N3CCOCC3)c2)CC1	-3	-2.6	-2.3	1.5	-9	-0.7
5	O=C(NCCCCc1ccccc1)c1ccc(Br)cc1	1	5.2	1.1	0.9	5	2.2
6	CCCC(=NCc1ccccc1)C1=C(O)C(C(=O)OC)C(C)(C)CC1=O (configuration not stated)	2	-0.4	0.0	-0.8	-1	2.4
7	O=C(CNC(=O)c1ccccc1)N/N=C/c1ccc([N+](=O)[O-])s1	-6	-7.1	-2.4	-1.4	11	-2.1
8	CC(=O)c1ccc(-c2ccc([C@H]3[C@@H]4C=CCC[C@@]4(C)C(=O)N3Cc3ccccc3)c(F)c2)cc1	-1	-1.7	-0.9	-1.5	14	-2.4
9	COc1ccc(C(=O)NNC(=O)CCn2nnc(-c3ccc(Cl)cc3)n2)cc1OC	-1	-0.4	0.2	0.0	-1	-1.0
10	COc1ccccc1CNC(=O)Cc1ccccc1	9.5*	8.7	0.5	1.6	-1	0.2
11	Clc1ccc(-c2csc(N/N=C/c3cccnc3)n2)c(Cl)c1	-4	-2.7	-1.7	-2.9	-10	-4.1
12	O=C(OCc1ccccc1)N1C=CC2CC1c1c(Cl)cccc12 (configuration not stated)	-2	0.0	0.4	-1.3	-12	-0.9

item	GC-B act	HGIII-sPLA2 inh	FXN GAA850 act	ssDAF-12 act	NPR1 activator
1	-10	1	.	-0.3	-11
2	-3	2	0.0	-1.2	-4
3	13	6	-0.9	-1.8	-1
4	2	10	-0.2	-0.9	3
5	5	-8	1.6	-0.9	5
6	1	1	1.2	-0.4	-6
7	2	7	0.7	-1.3	-2
8	1	-9	0.0	-1.4	-3
9	-4	-3	-1.4	-1.1	15
10	-1	1	4.1	-0.5	3
11	-12	-9	0.9	-1.7	-5
12	-1	-6	0.3	-0.9	-4

# Further records
item	Structure	SMARCA2 activ	hgDAF-12 ag	DAX1 inh-1	DAX1 inh-2	ADAM10 inh	hcDAF12 agonist
13	COc1ccccc1OCCCN1CCC(C(O)(c2ccccc2)c2ccccc2)CC1	-4	-2.6	-0.4	.	-10	0.8
14	Cc1nn(C)cc1CNC(=O)Nc1cccc(Cl)c1	-4	2.6	-0.1	3.7	-11	-2.0
15	CC(=O)Nc1cccc(C(=O)OCC(=O)NC(C)c2ccc(F)cc2)c1 (configuration not stated)	0	-2.4	0.0	-1.2	-6	-2.4
16	COc1ccc(-c2nc3nc(C)cc(=O)n3[nH]2)cc1	-3	2.6	0.2	0.3	-4	0.1
17	CC(C)=CC(=O)Nc1ccc(S(=O)(=O)Nc2onc(C)c2C)cc1	-1	-0.8	-0.3	0.7	-4	0.2
18	O=c1[nH][nH]cc1C=Nc1ccc(Cl)cc1Cl	2	-1.0	-0.4	0.6	2	0.3
19	CCOC(=O)c1ccc(NC(=S)NCCCn2ccnc2)cc1	-3	-0.8	-0.2	-0.7	-10	-0.9
20	CCCCN(CC)S(=O)(=O)c1ccc(C(=O)Nc2nnc(CSC)o2)cc1	-5	1.4	-1.2	0.5	7	0.1
21	CC(C)CSC1=NSC2=NC(=O)/C(=C\c3coc4ccccc4c3=O)C(=N)N12	1	5.3	0.1	0.9	-48	0.9
22	CC(=O)n1cc([C@H]2C=C(C(=O)O)O[C@@H](OCCCCO)C2)c2ccccc21	2	1.8	-0.3	-0.9	-28	0.6
23	O=C(O)c1ccc2c(c1)C(=O)N(c1ccccc1-c1ccccc1)C2=O	-1	0.2	-0.1	1.2	-3	-1.2
24	Cc1ccc(C(=O)N2CCN(c3ccc(F)cc3)CC2)cc1S(=O)(=O)N1CCCCC1	-4	-6.0	-3.6	-0.8	3	-5.2

item	GC-B act	HGIII-sPLA2 inh	FXN GAA850 act	ssDAF-12 act	NPR1 activator
13	-11	-12	.	-1.1	-20
14	0	11	4.3	-0.8	-4
15	3	5	-1.1	-1.7	3
16	-3	-2	3.8	-1.1	4
17	2	1	0.1	-0.1	3
18	1	1	1.4	1.6*	1
19	4	-12	1.7	-1.7	-1
20	6	-11	-0.4	-0.3	-1
21	-7	-38	5.1	-0.3	7
22	8	4	-1.4	0.3	2
23	6	0	0.1	-1.5	8
24	-2	3	-0.3	-1.5	2

# Other entries
item	Structure	SMARCA2 activ	hgDAF-12 ag	DAX1 inh-1	DAX1 inh-2	ADAM10 inh	hcDAF12 agonist
25	O=C(NC(NNc1ccc([N+](=O)[O-])cc1)(C(F)(F)F)C(F)(F)F)c1ccc(F)cc1	-3	1.9	-1.4	3.1	2	-1.8
26	Cc1ccc(N2CC(=O)N(NC(=O)Nc3ccc(Cl)c(Cl)c3)CC2=O)cc1	-1	-1.1	0.0	1.7	7	0.5
27	COc1ccc(N2CCN(C(=O)[C@H](C)N3C(=O)C4CC=CCC4C3=O)CC2)cc1 (some centres not stated)	-6	0.3	-1.5	-0.5	-10	-1.4
28	COC1=C[C@H](C(=O)NCc2ccc(Br)cc2)C(C)C(c2ccccc2)CC1=O (some centres not stated)	-2	-1.9	0.4	.	6	1.5
29	COc1ccccc1N(C(=O)CNC(=O)c1ccco1)C(C(=O)NCC1CCCO1)c1ccccc1 (configuration not stated)	-1	0.8	-0.2	-0.9	5	-2.9
30	Cc1cc(C)c2c(c1)SC1=NC(c3ccccc3)(C(F)(F)F)NC(=O)N12 (configuration not stated)	2	3.0	0.3	0.1	-1	1.5
31	CC1(C)C2CC=C(/C=N/NC(=O)c3ccccc3Br)C1C2 (configuration not stated)	4	0.1	-0.7	-1.1	10	-0.3
32	O=C(NCC(c1cccs1)N1CCOCC1)c1cc(=O)[nH]c2ccccc12 (configuration not stated)	-4	0.1	1.6	-0.3	-78	2.3
33	CCOC(=O)CSc1ccc2nnc(-c3cccs3)n2n1	-1	-1.7	0.6	-1.8	-20	-1.4
34	O=C1C2C3C=CC(C3)C2C(=O)N1c1n[nH]c(CCc2ccccc2)n1 (configuration not stated)	2	-0.1	0.3	1.1	-3	-1.4
35	Cc1ccccc1NC(=O)CSCCN1C(=O)c2ccccc2C1=O	-1	-1.8	0.2	1.8	13	-0.9
36	CC1(C)CC(N2CCC(=O)NC2=S)CC(C)(C)N1	-3	0.2	0.1	0.6	-2	-0.8

item	GC-B act	HGIII-sPLA2 inh	FXN GAA850 act	ssDAF-12 act	NPR1 activator
25	-1	7	-1.3	-1.0	-5
26	1	-2	-0.9	-0.2	0
27	3	3	0.0	-0.3	0
28	-13	-17	.	-1.2	-8
29	4	3	0.4	-1.8	-1
30	2	-2	1.1	-0.3	4
31	-1	3	2.7	-0.9	-3
32	2	4	-0.6	-0.3	-3
33	-5	0	1.8	-1.2	-3
34	0	-2	1.4	-1.6	1
35	-1	2	1.9	-1.5	-1
36	8	-3	0.6	-1.4	2

# Next part.
item	Structure	SMARCA2 activ	hgDAF-12 ag	DAX1 inh-1	DAX1 inh-2	ADAM10 inh	hcDAF12 agonist
37	CNC(=O)C(=O)Nc1c(O)c2ccccc2[nH]c1=O	-4	-3.9	-0.5	2.6	-3	0.7
38	O=C(/C=C/c1cccc([N+](=O)[O-])c1)OCC(=O)N1CCN(C(=O)c2ccco2)CC1	-5	12*	-1.0	-2.4	-10	-0.3
39	c1ccc2c(c1)Oc1ccccc1S2	-5	0.0	-1.0	1.2	-3	-0.6
40	Cc1ccc(C(OCC(O)CNC(C)c2ccccc2)c2ccccc2)cc1 (configuration not stated)	-2	-2.2	-0.1	0.1	9	-1.9
41	O=C(/C=C/c1ccc(Cl)cc1)NC(=S)Nc1ccccc1C(=O)O	2	-3.7	-0.6	-1.4	-5	0.1
42	CCn1ncc(Cl)c1C(=O)NC(C)c1ccccc1 (configuration not stated)	-2	0.4	-0.5	0.0	-3	-2.5
43	COc1ccc(/C=N\NC(=O)COc2ccccc2)c(C(=O)O)c1OC	0	4.8	-0.1	0.4	-3	2.2
44	COc1ccc2nc(N/C(N)=N/C(=S)Nc3cccc(C)c3)nc(C)c2c1	3	0.5	-0.5	-0.9	-75	-1.3
45	CN1CCCC(OC(=O)COc2ccccc2)C1 (configuration not stated)	0	2.6	-0.7	0.2	10	-1.1
46	CN(C)S(=O)(=O)Oc1ccccc1C(=O)Nc1ccccc1Cl	1	-0.3	-0.7	0.5	4	-2.0
47	COc1cccc(CSCC(=O)NCCc2ccccc2)c1OC	-2	0.6	0.1	-0.6	1	-0.7
48	Cc1cc2nc(SCCN3CCOCC3)[nH]c2cc1C	3	12*	2.4	2.3	5	1.8

item	GC-B act	HGIII-sPLA2 inh	FXN GAA850 act	ssDAF-12 act	NPR1 activator
37	3	0	-0.3	-0.4	2
38	-2	12	-2.1	-0.5	5
39	-6	-4	-1.7	-0.8	-2
40	-13	-4	-3.2	-1.8	-35
41	-2	4	1.2	-1.2	1
42	0	21*	2.6	-1.2	3
43	5	8	0.3	-0.1	4
44	-3	-3	1.7	-1.0	10
45	-2	1	-0.6	-0.8	3
46	2	-5	3.3	-1.6	-1
47	3	10	2.0	-1.1	1
48	-5	4	5.1	0.0	1

# Three records picked at random from those above, as already listed:
item	Structure	SMARCA2 activ	hgDAF-12 ag	DAX1 inh-1	DAX1 inh-2	ADAM10 inh	hcDAF12 agonist
40	Cc1ccc(C(OCC(O)CNC(C)c2ccccc2)c2ccccc2)cc1 (configuration not stated)	-2	-2.2	-0.1	0.1	9	-1.9
37	CNC(=O)C(=O)Nc1c(O)c2ccccc2[nH]c1=O	-4	-3.9	-0.5	2.6	-3	0.7
41	O=C(/C=C/c1ccc(Cl)cc1)NC(=S)Nc1ccccc1C(=O)O	2	-3.7	-0.6	-1.4	-5	0.1

item	GC-B act	HGIII-sPLA2 inh	FXN GAA850 act	ssDAF-12 act	NPR1 activator
40	-13	-4	-3.2	-1.8	-35
37	3	0	-0.3	-0.4	2
41	-2	4	1.2	-1.2	1

# Rows are unselected; any-hit rate near 6.6%.
